Screening data deposited in PubChem BioAssay by The Scripps Research Institute Molecular Screening Center.
pPAFAH FP inh = pPAFAH (human) enzyme inhibition. recombinant pPAFAH, FP-rhodamine probe fluorescence polarization. AID 463082. 1.5% of 330,000 active. inhibition, % at 3.39 µM;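 active = inhibition above the mean inhibition across the screen plus 3 SD, cut at about 25% in these data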;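 also: inhibitors block binding of the rhodamine activity-based probe so polarization drops; 0% = enzyme with DMSO and 100% = wells lacking pPAFAH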
Target sequence (Q13093 whole entry, looked up): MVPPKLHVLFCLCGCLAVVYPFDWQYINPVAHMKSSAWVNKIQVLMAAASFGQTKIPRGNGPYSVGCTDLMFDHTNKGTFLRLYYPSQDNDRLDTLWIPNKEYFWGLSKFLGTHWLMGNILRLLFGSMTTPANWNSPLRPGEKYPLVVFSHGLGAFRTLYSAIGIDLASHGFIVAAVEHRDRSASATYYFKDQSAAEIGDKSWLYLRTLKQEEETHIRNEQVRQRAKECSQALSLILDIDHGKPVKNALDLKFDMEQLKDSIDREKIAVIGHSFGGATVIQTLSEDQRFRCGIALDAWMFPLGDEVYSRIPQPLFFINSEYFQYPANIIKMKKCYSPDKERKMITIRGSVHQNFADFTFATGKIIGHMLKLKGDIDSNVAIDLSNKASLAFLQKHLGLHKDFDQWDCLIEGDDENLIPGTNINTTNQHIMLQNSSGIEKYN
PAFAH2 inh = PAFAH2 (human) inhibition; inhibition, % at 3.39 µM; 0.99% of 340,000 active; recombinant PAFAH2, FP-rhodamine activity probe, fluorescence polarization; AID 492956;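 active = inhibition above the mean over all tested compounds plus 3 SD, cut at about 30% in these data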;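 also: inhibitors block probe labeling of enzyme so polarization drops; 0% = enzyme with DMSO and 100% = wells lacking PAFAH2 protein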
PAD4 FP inh = inhibitors of human PAD4; Q9UM07; recombinant PAD4, RCA probe fluorescence polarization; inhibition, % at 6.36 µM; 0.41% of 330,000 active; AID 485272;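 active = percent inhibition above a cutoff equal to the mean of all tested compounds plus 3 SD, cut at about 15% in these data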;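 also: 0% = PAD4 with RCA probe and DMSO and 100% = probe without PAD4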
GSTO1 counter = blocks human GSTO1 in RBBP9 counter-screen | recombinant GSTO1, activity-based probe fluorescence polarization | inhibition, % at 5.96 µM | 1.1% of 300,000 active | AID 1974;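 active = inhibition above the campaign mean inhibition plus 3 SD, cut at about 35% in these data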;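 also: 0% = GSTO1-1 with DMSO and 100% = wells lacking GSTO1-1 enzyme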
Target sequence (P78417 whole entry, looked up): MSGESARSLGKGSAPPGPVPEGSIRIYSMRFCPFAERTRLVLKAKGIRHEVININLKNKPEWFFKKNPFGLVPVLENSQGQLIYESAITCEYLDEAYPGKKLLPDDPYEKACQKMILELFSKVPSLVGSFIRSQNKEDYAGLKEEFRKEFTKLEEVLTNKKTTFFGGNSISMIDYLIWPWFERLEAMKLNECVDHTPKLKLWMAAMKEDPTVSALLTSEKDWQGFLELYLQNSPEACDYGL
LYPLA2 inh = blocks human lysophospholipase 2, a PME1 counter-screen | O95372 | recombinant LYPLA2, FP-Rh probe fluorescence polarization | inhibition, % at 5.9 µM | 0.38% of 320,000 active | AID 2177;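 active = inhibition above the screen-wide mean plus 3 SD, limit set per campaign, cut at about 26% in these data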;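 also: 0% = LYPLA2 with DMSO and 100% = wells lacking LYPLA2 enzyme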
LYPLA1 counter = LYPLA1 (human) inhibition in PME1 counter-screen. O75608. recombinant LYPLA1, FP-Rh probe fluorescence polarization. inhibition, % at 5.9 µM. 0.16% of 320,000 active. AID 2174;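 active = inhibition above the mean of all tested compounds plus 3 SD, set per campaign, cut at about 14% in these data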;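 also: inhibitors block serine hydrolase probe labeling of LYPLA1 so polarization falls; 0% = enzyme with DMSO and 100% = wells lacking LYPLA1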
PAFAH1B3 inh = PAFAH1B3 (human) inhibition; AID 492972; inhibition, % at 3.39 µM; recombinant PAFAH1B3, FP-rhodamine probe, fluorescence polarization; 0.28% of 340,000 active; Q15102;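 active = inhibition above the screen-wide average of all tested compounds plus 3 SD, cut at about 25% in these data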;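 also: 0% = enzyme with DMSO only and 100% = wells lacking PAFAH1B3 protein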
PAFAH1B2 FP inh = PAFAH1B2 (human) inhibition; 1.2% of 340,000 active; P68402; recombinant PAFAH1B2, FP-rhodamine activity probe, fluorescence polarization; inhibition, % at 3.39 µM;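 active = inhibition above the mean of all tested compounds plus 3 SD, cut at about 24% in these data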;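 also: 0% = enzyme with DMSO and 100% = wells lacking PAFAH1B2; many of its hits are not listed in these tables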
Target sequence (P68402 whole entry, looked up): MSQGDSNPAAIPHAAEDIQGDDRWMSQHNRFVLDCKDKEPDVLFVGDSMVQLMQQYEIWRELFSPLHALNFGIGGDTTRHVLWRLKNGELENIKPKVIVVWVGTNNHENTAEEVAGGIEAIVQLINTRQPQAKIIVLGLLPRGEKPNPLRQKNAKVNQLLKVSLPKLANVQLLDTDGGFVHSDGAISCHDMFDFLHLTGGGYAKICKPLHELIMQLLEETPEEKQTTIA
PREPL inh = inhibits the human prolyl oligopeptidase-like enzyme; recombinant PREPL, fluorescence polarization activity-based probe; Q4J6C6; 0.68% of 320,000 active; inhibition, % at 5.96 µM; AID 2751; in the data active = inhibition above about 43%;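 also: 0% = enzyme with DMSO and 100% = wells lacking enzyme; many of its hits are not listed in these tables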
Active calls of the source: *; . = no result given. An excerpt; rates above refer to the full screens.

SMILES | pPAFAH FP inh | PAFAH2 inh | PAD4 FP inh | GSTO1 counter | LYPLA2 inh | LYPLA1 counter | PAFAH1B3 inh | PAFAH1B2 FP inh | PREPL inh
CCCc1ncc(C(O)c2ccc(OC)cc2)n1C (centres undefined) | 2 | 1 | -3 | 7 | 5 | 3 | 0 | 6 | 5
CC(C)(C)NC(=O)c1nn(Cc2ccccc2)c(=O)c2ccccc12 | 6 | 4 | -2 | 12 | -2 | -4 | -1 | -2 | -11
O=C(NCc1ccccc1F)C1CCN(C(=O)Nc2ccc(F)cc2)CC1 | 2 | -3 | 1 | 3 | 5 | 3 | 5 | 3 | 0
CCN(CC(=O)Nc1ccc(OC)cc1)C(=O)c1ccccc1Sc1ccccc1C#N | 1 | -1 | -1 | 7 | 1 | 0 | 6 | 0 | 1
O=c1[nH]nc(SCc2ccccc2)n1C1CC2C=CC1C2 (centres undefined) | 8 | -7 | -1 | -2 | -2 | 1 | 1 | 26* | 10
CCOc1ccc(NC(=O)CN(C)C(=O)c2ccc(OCC3CCCO3)cc2)cc1OCC (centres undefined) | 5 | 3 | 1 | 2 | 0 | 3 | 6 | 1 | 3
O=C(NC(=S)N1CCOCC1)c1ccc(F)cc1 | 0 | -7 | -2 | -1 | 1 | -1 | 15 | -2 | -1
Cc1ccc(S(=O)(=O)N2CCOC2CNC(=O)C(=O)NCCN(C)C)cc1 (centres undefined) | 8 | 0 | -1 | 3 | 2 | 0 | 7 | 1 | -3
CC(/C=C/c1ccc(O)cc1)=N/O | 0 | 4 | 4 | -6 | -1 | -3 | 3 | 5 | -8
Cn1c(Cn2c(=O)sc3ccccc32)nnc1SCC(=O)NC1CCCC1 | 1 | 7 | 0 | 0 | -5 | -2 | 1 | -1 | -1
O=C(CN1CCN(c2ccc(F)cc2)CC1)Nc1cccnc1Cl | -6 | 2 | 7 | 5 | 8 | 0 | 8 | 4 | 8
Cn1c(SCC(=O)N2CCCCC2)nc2cccnc21 | -11 | 6 | -6 | -5 | -2 | 0 | -8 | 4 | 7
COc1ccc(C(=O)Nc2nc(-c3ccccc3)c(C(C)=O)s2)c(OC)c1 | 1 | 1 | 4 | -4 | 9 | -3 | 8 | 5 | -4
Cc1[nH][nH]c(=O)c1C(c1ccc([N+](=O)[O-])cc1)c1c(C)[nH][nH]c1=O | 0 | -2 | -9 | 4 | -4 | -6 | 3 | 5 | 1
O=C(COC(=O)CNC(=O)c1ccco1)Nc1ccc(Cl)cn1 | 0 | 6 | 2 | 10 | -2 | 2 | 6 | 1 | -4
CN(CC(=O)Nc1cccc(F)c1)C(=O)c1cc(=O)[nH]c2ccccc12 | -4 | 0 | -2 | . | -3 | -2 | 0 | 1 | -1
CN(C)C(CNC(=O)c1coc2ccccc2c1=O)c1ccccc1 (centres undefined) | -5 | 9 | -18 | 1 | -11 | 3 | 0 | 2 | -8
COc1cc(C(=O)Nc2oc(-c3ccccc3)c(-c3ccccc3)c2C#N)cc(OC)c1OC | 4 | -7 | 4 | -11 | -3 | -6 | -8 | 1 | -1
COC(=O)c1ccc(OCC(O)CN2CCOCC2)cc1 (centres undefined) | 3 | 2 | -4 | 7 | 9 | 3 | 15 | 1 | 6
CC(=O)Nc1ccccc1O | 1 | 0 | -4 | 5 | 2 | -1 | 9 | 1 | -5
COc1ccc(CC(=O)NNC(=O)c2ccco2)cc1OC | -1 | -1 | -2 | 3 | 1 | -3 | -1 | 2 | 2
CN(Cc1cnn(C)c1)C(=O)c1cc(COc2c(F)cccc2F)on1 | -4 | 6 | -3 | 2 | 0 | -4 | 5 | 3 | 1
COC(=O)[C@H](CCSC)NC(=O)Cn1cnc2c(SC)nc(N)nc21 | 3 | 1 | 0 | . | . | . | -1 | 1 | 1
COc1ccc(N2CCN(Cc3nc4scc(-c5ccccc5)c4c(=O)[nH]3)CC2)cc1 | 7 | -10 | -4 | 2 | 4 | -1 | 8 | 3 | 11
O=C(Cn1nc(-c2ccccc2F)ccc1=O)Nc1ccc(S(=O)(=O)N2CCCCCC2)cc1 | -8 | -12 | -8 | -13 | -56 | -14 | -4 | 0 | -25
O=C1c2nc3cc(-c4ccco4)[nH]n3c(=O)c2CN1Cc1ccccc1 | 35* | . | -1 | 21 | -5 | -3 | . | . | 0
Cc1ccc(/C=[N+](\[O-])c2ccccc2C)o1 | 2 | 2 | 2 | 4 | 20 | 10 | 8 | -5 | 4
O=C(NCc1cccs1)C1CCN(S(=O)(=O)c2cccs2)CC1 | 5 | -6 | 2 | 2 | 7 | 2 | -2 | 1 | 15
Cc1cc(C)c2c(c1)N[C@H](c1cccs1)[C@@H]1CCO[C@H]21 | 3 | 9 | 1 | 30 | 1 | -1 | 3 | 4 | 6
Cc1cccc(C2CC3(CC(C)(C)NC(=S)N3)Oc3cc(O)ccc32)c1 (centres undefined) | -4 | . | -1 | 2 | 2 | -3 | . | . | 10
CS(=O)(=O)c1ccc(Cl)c(NC(=O)COc2ccc3c(c2)CCC3)c1 | 5 | -1 | -1 | 12 | 4 | 1 | 4 | 4 | 1
CCCn1c(SCCc2ccccc2)nc2c1c(=O)[nH]c(=O)n2C | 1 | 2 | -6 | 4 | 1 | -4 | -7 | -5 | 40
COc1ccc(C(C)=O)cc1CC(=O)NCCCn1ccnc1 | 0 | -1 | 2 | 3 | -4 | -1 | 6 | 1 | -4
CNS(=O)(=O)c1cccc(C(=O)OCCCC(=O)c2ccccc2)c1 | 6 | 7 | 1 | . | 2 | 7 | 2 | -2 | 3
CCOc1ccc(NC(=O)CNC(=O)c2ccc(OC)c(OC)c2)cc1 | 1 | 9 | -1 | 8 | -5 | -1 | 7 | -1 | -7
Cc1ccc(OCC(=O)NCCNC(=O)c2ccco2)cc1 | -1 | -2 | -5 | 1 | 3 | 2 | 3 | 1 | 11
O=C(CN1C(=O)c2ccccc2C1=O)OCc1nc2ccsc2c(=O)[nH]1 | -3 | -1 | 3 | . | 4 | -2 | -7 | -1 | 14
O=C(Nc1ccccc1N1CCCCC1)c1cnccn1 | 0 | 0 | 1 | -5 | 6 | 5 | 0 | 10 | 12
CCCCNc1ncnc2c1cnn2-c1ccccc1 | 2 | -6 | 2 | -2 | 2 | -4 | 11 | -3 | -3
CCNC(=S)N1CCc2cc(OC)c(OC)cc2C1COc1ccc(OC)cc1 (centres undefined) | 4 | 3 | 2 | 2 | 2 | 0 | 5 | -2 | 9
Cc1c(Cl)cccc1NS(=O)(=O)c1cccc2nsnc12 | 8 | -2 | -14 | -1 | -12 | -2 | 3 | 3 | -1
CCC(=O)N=C1SC2CS(=O)(=O)CC2N1c1cccc(OC)c1 (centres undefined) | 8 | 4 | 1 | 3 | 6 | 2 | 14 | 2 | -1
CC(=O)N(Cc1ccc(Cl)cc1)c1cnccn1 | -3 | 1 | -1 | 9 | 7 | 1 | 2 | 7 | 24
CC[C@@]12C(=O)N(c3ccc(OC)cc3)C(=O)N1[C@H](c1ccc(Cl)cc1)[C@@H]1C(=O)N(C3CCCCC3)C(=O)[C@@H]12 | 2 | -1 | 0 | -3 | -4 | -1 | 6 | -3 | 7
COc1ccc(/C=N/NC(=O)c2ccc(CSc3nc(C)cc(C)n3)cc2)c(OC)c1OC | 6 | -1 | -4 | 4 | -4 | -5 | 3 | -4 | -3
CC(C)OCCCn1c(SCC(=O)N2CCCC2=O)nc2ccccc2c1=O | 3 | 1 | 3 | 8 | 6 | 1 | 3 | -2 | -6
Cc1ccc(C)c(NC(=O)/C(C#N)=C/c2ccc[nH]2)c1 | 5 | 1 | -3 | 2 | 3 | 3 | 14 | 1 | 7
Cc1cccc2cc(C(c3nnnn3C(C)(C)C)N(Cc3ccco3)CC3CCCO3)c(=O)[nH]c12 (centres undefined) | -2 | 0 | -5 | 7 | 2 | 0 | 4 | 5 | -1

Going on with the list:
Compound,pPAFAH FP inh,PAFAH2 inh,PAD4 FP inh,GSTO1 counter,LYPLA2 inh,LYPLA1 counter,PAFAH1B3 inh,PAFAH1B2 FP inh,PREPL inh
O=C(O)c1ccc2oc(=O)c(S(=O)(=O)c3ccccc3)cc2c1,2,17,4,-3,0,-2,4,27*,1
Oc1cccc(NC(=S)N=Nc2c(O)[nH]c3ccc(Br)cc23)c1,28*,7,0,-40,1,-7,16,10,33
Cc1ccccc1OCC(=O)NCC(=O)OCc1ccc(Br)cc1,-1,3,-9,7,-7,-4,-1,3,-54
COc1ccc(CCN(C)C(=O)c2cc(=O)c3ccccc3o2)cc1OC,-1,3,-3,-10,-2,-3,5,5,-5
O=C1c2ccccc2NC(c2ccccc2)N1Cc1ccccc1 (centres undefined),-5,8,0,12,9,-1,3,3,7
NS(=O)(=O)c1ccc(NNC(=O)c2ccccc2C(=O)O)cc1,-5,.,4,-2,-7,2,.,.,8
Cc1cc(=O)[nH]c(SCC(=O)N2c3ccccc3CC2C)n1 (centres undefined),1,2,0,8,1,0,1,6,-4
NNC(=O)c1cc2ccccc2[nH]1,3,0,6,-4,1,-4,6,-2,12
CCCNC(=O)C(Cc1ccccc1F)NC(=O)c1ccccn1 (centres undefined),1,6,1,.,-6,-3,-3,0,-5
O=[N+]([O-])c1cn(Cc2ccccc2)cn1,7,-3,-3,2,11,2,5,-2,20
O=C1NC(c2ccccc2)CCO1 (centres undefined),7,-2,4,-5,-4,1,-3,6,5
Cc1ccc(CNc2cccnc2)cc1,6,-15,0,-5,11,6,4,17,-2

An excerpt from above in order of heavy-atom count, rising:
Compound,pPAFAH FP inh,PAFAH2 inh,PAD4 FP inh,GSTO1 counter,LYPLA2 inh,LYPLA1 counter,PAFAH1B3 inh,PAFAH1B2 FP inh,PREPL inh
NNC(=O)c1cc2ccccc2[nH]1,3,0,6,-4,1,-4,6,-2,12
Cc1ccc(CNc2cccnc2)cc1,6,-15,0,-5,11,6,4,17,-2
Cc1ccccc1OCC(=O)NCC(=O)OCc1ccc(Br)cc1,-1,3,-9,7,-7,-4,-1,3,-54
COc1ccc(CCN(C)C(=O)c2cc(=O)c3ccccc3o2)cc1OC,-1,3,-3,-10,-2,-3,5,5,-5

New compounds follow
Compound,pPAFAH FP inh,PAFAH2 inh,PAD4 FP inh,GSTO1 counter,LYPLA2 inh,LYPLA1 counter,PAFAH1B3 inh,PAFAH1B2 FP inh,PREPL inh
COc1ccc(C(C)NC(=O)C23CC4CC(CC(C4)C2)C3)cc1OC (centres undefined),-1,-5,0,2,6,1,0,4,13
CCCC(=O)NNC(=O)Nc1ccccc1,5,-3,1,-4,0,1,-2,1,3
Cc1cc(F)ccc1NCc1cc2c(cc1[N+](=O)[O-])OCO2,17,8,-2,12,27*,3,5,4,13
CC1CCCCC1NC(=O)CSc1nncn1N (centres undefined),2,-2,-3,-4,4,-1,3,8,-2
CCOc1nc(N2CCOCC2)nc(N2CCOCC2)n1,0,-4,-2,11,-5,0,4,4,4
COc1ccc(C(=O)NC(=S)Nc2ccc(CN3CCOCC3)cc2)cc1,9,.,2,-2,10,4,.,.,-1
O=C(CN1C2CCCC1CC(NC(=O)c1ccco1)C2)Nc1ccccc1C(F)(F)F (centres undefined),0,-6,3,0,-6,0,-4,2,-8
O=C(NC(=S)Nc1ccccc1Cl)c1ccco1,3,4,-7,0,-5,-2,-2,-2,9
O=C1c2ccccc2C(=O)N1CCc1csc(-c2cccc(Cl)c2)n1,4,-1,3,-4,-6,-3,-2,4,-10
CCOC(=O)c1sc(=S)n(-c2ccccc2)c1C,1,.,2,1,2,0,.,.,6
c1ccc(-c2c3ccccc3nc3[nH]c4ccccc4c23)cc1,15,-3,-5,-1,-18,-10,1,-7,-8
